# Bcl-B displacement: displacers of TR3 peptide from Bcl-B, primary screen, selectivity assay for Bfl-1 inhibitor project, biochemical, fluorescence polarization; FP displacement of FITC-TR3 peptide from Bcl-B; higher % means a stronger effect; displacement, % at 20 µM, or IC50 in µM where a hit was titrated; actives 0.11% (n = 96,000); AID 748;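 active = displacement above 50% at 20 µM plus a fluorescence interference ratio under 1.5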;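 note: plate controls were wells without compound for no effect and wells lacking Bcl-B protein for full effect; a part of the inactive calls stands beside numbers as strong as those of hits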
# IL1B NFkB inh: blocks IL-1B driven NFkB nuclear translocation in HUVEC cells | HUVEC IL-1B NFkB p65 nuclear translocation imaging | inhibition, % at 2 µM | actives 0.43% (n = 94,000);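 active = inhibition above about 30% together with a positive call from visual inspection of the well image, limit read from the data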;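 note: nuclear over cytoplasmic p65 intensity ratio measured by imaging; 0% = IL-1B stimulated DMSO wells and 100% = unstimulated DMSO wells; values of inactives mirror those of a sister screen read the other way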
# MRP reversal: reverses drug resistance mediated by MRP | H69AR cells + 2 uM doxorubicin, CellTiter-Glo, 72 h | differential viability (reversal), % at 10 µM | actives 0.04% (n = 85,000);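 active = viability drop by adding the cancer drug above about 55%, with treated viability meeting a 40% cutoff, limit read from the data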;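 note: viability without doxorubicin minus viability with 2 µM doxorubicin for each compound; larger differential means the compound sensitizes cells more to doxorubicin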
# IL1B NFkB pot: enhances IL-1B driven NFkB nuclear translocation; HUVEC IL-1B NFkB p65 nuclear translocation imaging; activation, % at 2 µM; actives 0.3% (n = 94,000); AID 819;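 active = activation above 40%, about the mean plus 3 SD, also judged a hit on visual image review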;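 note: percent activation is computed from the nuclear over cytoplasmic p65 intensity ratio; values of inactives mirror those of a sister screen read the other way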
# PLAP inhibition: PLAP enzyme inhibitors, biochemical, luminescence, HTS (AID 690); purified PLAP, luminescent substrate; higher % means a stronger effect; inhibition, % at 20 µM; hits with a dose series show IC50 in µM; actives 0.08% (n = 96,000); in the data active = a potency from the dose series; inactive = the rest, 99 in 100 with inhibition below about 30%; note: strong numbers were not always called active
# MRP reversal cytotoxicity: second read-out of MRP reversal, no call of its own (marks repeat the call); viability, %; H69AR cells, CellTiter-Glo, 72 h; measured here: cytotoxicity without doxorubicin
# MRP reversal with doxorubicin: recorded beside MRP reversal, whose call it bears; viability, %; measured here: viability with 2 uM doxorubicin; hits give low values
# IL1B NFkB inh cell count 2 µM: recorded beside IL1B NFkB inh, whose call it bears; cell count; measured here: cells passing quality filter;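 raw number of nuclei counted in each imaged well without normalization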
# IL1B NFkB pot cell count 2 µM: recorded beside IL1B NFkB pot, whose call it bears; cell count; measured here: cells passing quality filter
# * hit, by the source's call; x = no result given.
SMILES,Bcl-B displacement,IL1B NFkB inh,IL1B NFkB inh cell count 2 µM,MRP reversal,MRP reversal cytotoxicity,MRP reversal with doxorubicin,IL1B NFkB pot,IL1B NFkB pot cell count 2 µM,PLAP inhibition
Cc1nc2sc(C(c3ccc(Cl)cc3)N3CCN(C(=O)c4ccco4)CC3)c(O)n2n1 (configuration not stated),-1%,10,117,-3,95,98,-10,117,-49%
O=C(O)CN(Cc1ccco1)S(=O)(=O)c1ccc(F)cc1,-2%,6,87,-1,97,98,-6,87,x
COn1c(SC(C)C)nc2ccccc2c1=O,-1%,-7,173,10,92,83,7,173,2%
CC(C)Sc1nc(C(F)(F)F)cc(=O)n1-c1ccccc1,3%,2,117,x,x,x,-2,117,4%
COc1ccc(C(=O)N2CCN(Cc3ccccc3C)CC2)cc1OC,-9%,-10,166,4,89,85,10,166,-37%
CCCc1ncc(C(O)c2cccc(OC)c2OC)n1C (configuration not stated),-1%,9,93,-28,93,121,-9,93,21%
O=C(CCC(=O)N(c1ccccc1)C(C(=O)NC1CCCC1)c1ccncc1)Nc1cccnc1 (configuration not stated),-1%,-13,108,-13,93,105,13,108,-23%
COc1ccc(-c2nc3c(c(=O)n(C)c(=O)n3C)n2CC2CC(c3ccccc3)=NO2)cc1OC (configuration not stated),x,8,144,-2,6,8,-8,144,x
Cc1nc2ccccc2nc1CSc1nnc(N)s1,-10%,-9,177,3,92,89,9,177,18%
CCOc1ccc(CCNC(=O)c2cc3sccc3n2C)cc1OCC,-1%,x,x,x,x,x,x,x,-46%
Cc1ccc(CNn2cnnc2SCC(=O)NC(C)(C)C)cc1,22%,x,x,-2,98,100,x,x,-2%
CC(C)N1C(=O)CCC1C(=O)NCCc1ccccc1 (configuration not stated),-2%,5,133,-4,106,110,-5,133,-1%
C=C(C)n1c(=O)[nH]c2ccccc21,2%,4,196,3,80,77,-4,196,-3%
Cc1cc(Cl)c(S(=O)(=O)N2CCCCCC2)cc1OCC(N)=O,2%,10,168,10,107,97,-10,168,8%
CCOC(=O)N1CCC(N2Cc3cccc(C(=O)O)c3C2=O)CC1,0%,x,x,18,102,83,x,x,-16%
Cc1cc(C)cc(NC(=O)CSc2nnc(-c3ccc(S(=O)(=O)N4CCCC4)cc3)o2)c1,12%,0,124,10,83,73,0,124,-74%
Cc1cc2ncn(-c3ncnc4sc5c(c34)CCC(C)C5)c2cc1C (configuration not stated),-8%,-1,124,x,x,x,1,124,0%
CC(=O)c1cn(CC(=O)NCc2ccco2)c2ccccc12,4%,-4,173,-10,79,89,4,173,-4%
COc1ccc(C2C(C(=O)N3CC(C)CC(C)C3)c3ccccc3C(=O)N2C)cc1 (configuration not stated),-1%,-8,170,-7,69,76,8,170,-47%
CSc1nsc(SC)c1NC(=O)N1CCCC1,-6%,-29,197,x,x,x,29,197,11%
CC1(C)N=C(c2ccccc2)C(=O)N1,12%,x,x,2,100,99,x,x,13%
COC(=O)c1c(C(=O)OC)c2oc3ccccc3n2c1Cl,0%,10,51,3,81,78,-10,51,10%
Cn1c(C(O)c2ccc3c(c2)OCO3)nc2ccccc21 (configuration not stated),0%,98*,21*,15,112,97,-98,21,-41%
CCCCCCOC(=O)/C=C/c1c(C)[nH]c(=O)[nH]c1=O,0%,-7,124,x,x,x,7,124,8%
O=C(Nc1ccc(O)cc1C(=O)O)c1cccc(Br)c1,-2%,x,x,-16,101,117,x,x,-13%

# Next results:
SMILES,Bcl-B displacement,IL1B NFkB inh,IL1B NFkB inh cell count 2 µM,MRP reversal,MRP reversal cytotoxicity,MRP reversal with doxorubicin,IL1B NFkB pot,IL1B NFkB pot cell count 2 µM,PLAP inhibition
Clc1ccc(C2=Nn3c(nnc3-c3n[nH]c4c3CCC4)SC2)cc1,-16%,-6,169,-7,15,22,6,169,-32%
Cc1ccc(N2C(=O)C(CN(C)C)C2c2ccccc2)cc1 (configuration not stated),-8%,-4,148,x,x,x,4,148,-25%
CCOC(=O)c1c(C)n(OC)c2ccc3c(no[n+]3[O-])c12,8%,7,101,12,94,82,-7,101,15%
CN1C(=O)CSc2ccc(NC(=O)NCCC3=CCCCC3)cc21,-33%,1,182,3,75,72,-1,182,10%
Cc1cccc(NC(=O)/C(=C\c2cccs2)NC(=O)c2ccccc2)c1,-4%,-6,116,x,x,x,6,116,-25%
CCCCC(CC)Cn1c2nc3ccccc3nc2c2c(=N)oc(C)nc21 (configuration not stated),-53%,13,104,2,90,88,-13,104,-44%
O=C(O)CCc1ccc(-c2ccc(Br)cc2)o1,-24%,-22,141,6,100,95,22,141,4%
CC(=O)Oc1ccc2c(c1)OC(c1ccccc1)CC21CC(C)(C)NC(=S)N1 (configuration not stated),-1%,x,x,0,90,90,x,x,7%
CC1CCC2(CC1)NC(=S)N(c1ccccc1)N2 (configuration not stated),1%,-6,192,1,92,91,6,192,16%
CN(Cc1ccccc1)C(=O)Nc1ccccc1,-6%,17,89,9,96,87,-17,89,25%
COc1ccccc1CN(Cc1nc2ccccc2c(=O)[nH]1)C(=O)Nc1ccccc1,0%,-5,139,-3,80,82,5,139,0%
Cc1ccc(S(=O)(=O)N2CCCC(C(=O)Nc3ccc(NC(=O)c4ccccn4)cc3)C2)cc1 (configuration not stated),x,-13,157,-7,21,28,13,157,x
CCOc1ccc(NC2CCN(C(C)=O)CC2)cc1,-4%,-34,150,18,101,84,34,150,18%
O=c1c2ccccc2nc(SCc2nc3ccccc3s2)n1Cc1ccco1,-3%,-4,133,-9,33,41,4,133,-27%
CC(=O)Nc1cccc(Oc2ccc(-c3noc(C)n3)cc2)c1,-10%,-8,54,-28,81,109,8,54,-14%
Cc1ccc(C(=O)OCc2cn3ccccc3n2)cc1,2%,x,x,18,100,82,x,x,3%
CCN(CC)CCCC(C)NC1=NCCCCC1 (configuration not stated),0%,-14,143,0,97,97,14,143,25%
CCOCCCN1C(=O)CN(C2CCCCC2)C(=O)C1c1ccc(OC)c(OC)c1 (configuration not stated),11%,-16,199,0,85,85,16,199,-7%
CCSCCNC(=O)c1cc(-n2cnnc2)ccc1Cl,-2%,-4,91,12,91,79,4,91,-8%
CC(=O)Nc1ccc(S(=O)(=O)Nc2nnc(C3CCCCC3)s2)cc1,-10%,x,x,-1,96,98,x,x,-14%
Cc1nc(SCc2ccccc2)c(C(F)(F)F)c(=O)[nH]1,4%,-18,146,15,83,69,18,146,-6%
CCCCCCC(=O)Nc1nc(C)c(-c2csc(Nc3cc(Cl)ccc3OC)n2)s1,-32%,2,198,x,x,x,-2,198,2%
Nc1ncc(-c2cc3ccccc3oc2=O)s1,1%,3,103,-3,79,81,-3,103,17%
CCOC(=O)c1cc(-c2cccs2)nn1CCC#N,0%,-12,192,9,95,86,12,192,18%
Cc1ccc2nc(-c3ccccn3)cc(C(=O)NC3CCN(C)CC3)c2c1,28%,-25,116,1,95,95,25,116,-67%

# In the list so far, these contain two or more sulfur atoms:
SMILES,Bcl-B displacement,IL1B NFkB inh,IL1B NFkB inh cell count 2 µM,MRP reversal,MRP reversal cytotoxicity,MRP reversal with doxorubicin,IL1B NFkB pot,IL1B NFkB pot cell count 2 µM,PLAP inhibition
Cc1nc2ccccc2nc1CSc1nnc(N)s1,-10%,-9,177,3,92,89,9,177,18%
Cc1cc(C)cc(NC(=O)CSc2nnc(-c3ccc(S(=O)(=O)N4CCCC4)cc3)o2)c1,12%,0,124,10,83,73,0,124,-74%
CSc1nsc(SC)c1NC(=O)N1CCCC1,-6%,-29,197,x,x,x,29,197,11%
O=c1c2ccccc2nc(SCc2nc3ccccc3s2)n1Cc1ccco1,-3%,-4,133,-9,33,41,4,133,-27%
CC(=O)Nc1ccc(S(=O)(=O)Nc2nnc(C3CCCCC3)s2)cc1,-10%,x,x,-1,96,98,x,x,-14%
CCCCCCC(=O)Nc1nc(C)c(-c2csc(Nc3cc(Cl)ccc3OC)n2)s1,-32%,2,198,x,x,x,-2,198,2%

# Remaining list, next part:
SMILES,Bcl-B displacement,IL1B NFkB inh,IL1B NFkB inh cell count 2 µM,MRP reversal,MRP reversal cytotoxicity,MRP reversal with doxorubicin,IL1B NFkB pot,IL1B NFkB pot cell count 2 µM,PLAP inhibition
COc1ccc(C(=O)c2ccc(N3CCN(C4CC(=O)NC4=O)CC3)cc2)cc1F (configuration not stated),-8%,-8,195,-4,78,81,8,195,-38%
COCC(C)OC(=O)c1c(N)n(CC(C)C)c2nc3ccccc3nc12 (configuration not stated),10%,-20,204,-31,41,72,20,204,-31%
CCn1cc(C(C)(C)C)c(C#N)c1NC(C)=O,-2%,-12,88,5,103,98,14,88,3%
O=S(=O)(CCc1ccccc1)/N=C/c1cccs1,2%,x,x,-4,104,108,x,x,8%
O=C(NCCC1=CCCCC1)c1coc(=O)c(Br)c1,-5%,6,191,x,x,x,-6,191,-2%
COc1ccc(-c2nnc(SC(=O)N3c4ccccc4Sc4ccccc43)o2)cc1,-8%,x,x,0,5,4,x,x,-29%
COc1ccccc1OCc1nnc(SCC(=O)NCc2ccco2)n1-c1ccccc1,x,-1,109,13,98,85,1,109,x
Cc1ccccc1-n1c(SCC(=O)Nc2ccc3c(c2)OCO3)nnc1-c1ccccn1,x,-12,130,5,75,70,12,130,x
CCCOc1c(OC)cccc1C1CC(=O)Nc2cc(OC)c(OC)c(OC)c21 (configuration not stated),-4%,-36,183,11,86,75,36,183,-23%
COc1ccccc1-c1nc2n(n1)C(c1ccccc1Cl)C(C(N)=O)=C(C)N2 (configuration not stated),-7%,-10,172,6,95,89,9,172,-40%
COc1cc2[nH]c3c(N4CCN(c5ccccn5)CC4)ncnc3c2cc1OC,3%,-26,105,-1,24,25,26,105,-67%
CCc1ccc(OCC(=O)NC(NC(=S)Nc2ccc(C)cc2C)C(Cl)(Cl)Cl)cc1 (configuration not stated),-11%,-8,107,x,x,x,8,107,4%
COC(=O)c1c(-c2ccc(OC)c(OC)c2)csc1N,-7%,-3,103,6,99,93,3,103,-66%
CCN1C(=O)N(C)C2(c3ccccc3)N(C)C(=O)N(C)C12c1ccccc1 (configuration not stated),-4%,3,205,2,83,82,-3,205,-6%
COc1ccc(CC(=O)NNC(=O)c2ccoc2C)cc1OC,-2%,6,115,x,x,x,-6,115,1%
Cc1ccc(CCNC(=O)CN2CCN(Cc3ccccc3F)C2=O)cc1,-9%,-1,53,-5,90,95,1,53,-39%
O=C(Nc1sc2c(c1C(=O)NCC1CCCO1)CCCC2)c1cccs1 (configuration not stated),5%,-10,215,-39,51,90,10,215,5%
CCN(CC)CCN1C(=O)C(=O)/C(=C(/O)c2ccncc2)C1c1ccccc1 (configuration not stated),-10%,x,x,6,103,97,x,x,-35%
NC(=O)CSc1nnc(-c2ccc(S(=O)(=O)N3CCOCC3)cc2)n1CC1CCCO1 (configuration not stated),-5%,-12,184,-1,94,95,12,184,-4%
CCOC(=O)C1=C(CSCc2ccccc2)NC(=O)NC1c1cc(C)ccc1C (configuration not stated),1%,8,165,-36,32,67,-7,165,45%
COC(=O)c1ccccc1S(=O)(=O)N1Cc2cc([N+](=O)[O-])ccc2Oc2ccccc21,2%,-4,168,-7,73,79,4,168,-8%
Cn1c(CCc2ccccc2)nnc1SCC(=O)N1CCCC1,-8%,-5,144,13,96,83,5,144,14%
Cc1nnc(NC(=O)CCC(=O)N2CCC(C)CC2)s1,x,-4,184,10,98,88,4,184,x
CC1CC(C)(C)NCCNC(C)CC(C)(C)NCCN1 (configuration not stated),-2%,-10,124,-5,97,103,10,124,-266%
COC(=O)c1cc2sc(Cl)cc2n1CC(=O)Nc1ccc(OC)c(OC)c1OC,-7%,-8,107,-1,71,72,8,107,-2%
Cn1c(=O)c2c(nc(CN3CCN(c4ccccc4F)CC3)n2CCCc2ccccc2)n(C)c1=O,x,-4,117,5,80,75,4,117,x
CCC(=O)Nc1ccccc1C(=O)N1CCN(Cc2ccccc2)CC1,-4%,18,158,4,98,94,-18,158,-22%
Cc1ccc(N(CC(=O)NCC2CCCO2)S(C)(=O)=O)cc1Cl (configuration not stated),6%,-8,139,x,x,x,8,139,9%
O=C(O)CNc1nc(-c2ccccc2)nc2ccccc12,0%,4,162,4,89,84,-4,162,14%
COc1cccc(Nc2ncccc2C(=O)O)c1,4%,8,116,0,87,87,-8,116,-10%

# This is a subset; count on the stated rates, not on these rows.
